Assay outcomes: PubChem, National Center for Advancing Translational Sciences (NCATS)
Vif-A3G inh – Vif-A3G binding inhibition. AID 602310. Potency, µM (doses to about 46.1 µM), without a hit: at the highest dose activity, negative = active, actives largely listed as inhibitors. 410,000 tested, 0.076% active. Q9HC16. HeLa A3G-eYFP + Vif (tagged APOBEC3G with the HIV-1 protein that degrades it), YFP fluorescence, overnight;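 also: potency is read from the fitted curve at half-maximal effect; % is scaled to controls: 0 for no effect and ±100 for the full control effect; nearly all actives have a fitted effect of over 60% in size; hits raise eYFP signal because A3G escapes Vif-driven loss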
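HeLa cells stably expressing Vif and C-terminally eYFP-tagged A3G, seeded overnight at 37 deg C, then exposed to compound by pintool overnight at 37 deg C. Rise in yellow fluorescence (Ex 488/Em 500-530, Acumen) marks blocked Vif-driven A3G degradation.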
RXFP1 antagonist – antagonists of human relaxin receptor RXFP1; 350,000 tested, 0.59% active; HEK293-RXFP1, relaxin-stimulated cAMP HTRF, 30 min; stronger effect = lower value; Q9HBX9; activity change, negative = inhibition, % at 57.5 µM;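 active = activity change of -60% or lower, but not beyond a set lower limit; inconclusive = change between -60% and -40%, or beyond the set limit; inactive = change above -40%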; also: % is scaled to controls: 0 for no effect and ±100 for the full control effect
Target sequence (Q9HBX9 whole entry, looked up): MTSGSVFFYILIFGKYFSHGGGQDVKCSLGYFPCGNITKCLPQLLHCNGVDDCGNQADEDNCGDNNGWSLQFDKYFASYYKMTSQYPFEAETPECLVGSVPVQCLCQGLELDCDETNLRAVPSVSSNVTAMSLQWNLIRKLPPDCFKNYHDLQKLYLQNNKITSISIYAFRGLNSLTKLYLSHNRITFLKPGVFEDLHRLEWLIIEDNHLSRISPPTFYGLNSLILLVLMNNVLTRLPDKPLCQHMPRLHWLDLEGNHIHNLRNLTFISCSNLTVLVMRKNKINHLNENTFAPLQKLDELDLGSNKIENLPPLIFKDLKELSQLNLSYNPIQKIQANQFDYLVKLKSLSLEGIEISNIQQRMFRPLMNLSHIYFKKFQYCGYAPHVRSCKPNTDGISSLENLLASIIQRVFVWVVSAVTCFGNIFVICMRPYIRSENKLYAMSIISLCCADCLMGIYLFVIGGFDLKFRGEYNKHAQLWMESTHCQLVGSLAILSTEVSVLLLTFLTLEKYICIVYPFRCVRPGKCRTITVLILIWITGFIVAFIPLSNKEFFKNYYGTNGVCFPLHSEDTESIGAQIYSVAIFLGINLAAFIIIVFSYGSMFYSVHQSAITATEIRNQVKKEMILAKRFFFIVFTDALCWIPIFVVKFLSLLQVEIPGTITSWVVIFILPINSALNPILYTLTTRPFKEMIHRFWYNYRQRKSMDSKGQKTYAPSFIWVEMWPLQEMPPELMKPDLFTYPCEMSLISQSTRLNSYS
D2 PAM – D2 dopamine receptor (human) potentiation. HEK293 T-REx D2, calcium flux, EC20 dopamine potentiation. potentiation, % at 10 µM. P14416. 340,000 tested, 0.34% active. AID 485347;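 active = potentiation over 3 SD above the plate norm, cut at about 30% in these data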; also: 0% is about no effect
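Tetracycline-induced HEK293 T-REx cells force-coupled to calcium signalling expressed D2; compounds were pin-added after a 10 s baseline, read kinetically 180 s, then an EC20 dopamine challenge followed with a further 180 s calcium read.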
RXFP1 ag – RXFP1 (human) receptor agonism; Q9HBX9; HEK293T-RXFP1 cAMP TR-FRET, 30 min; response scale: percent of porcine relaxin response, buffer zero; Potency, µM (doses to about 57.5 µM), without a hit: at the top dose activation, most hits filed as activators; 370,000 tested, 0.3% active; also: potency is read from the fitted curve at half-maximal effect; % is scaled to controls: 0 for no effect and ±100 for the full control effect; nearly all actives have a fitted effect of over 60% in size; many of its hits are not listed in these tables
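cAMP rise read by TR-FRET after 30 min, 37C compound exposure (up to 58 uM) in RXFP1-transfected HEK293 cells with Ro 20174 present. EC50 from Hill-equation fits, with 29 nM porcine relaxin as 100% and buffer as basal.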
Glioma ERSR ind – ER stress response induction in glioma; U87-MG GRP78 promoter luciferase reporter, 16 h; Potency, µM, inactives show top-dose activation, hits mostly activators; 420,000 tested, 0.02% active; also: potency is read from the fitted curve at half-maximal effect; series mostly up to about 76 µM; % of control where 0% means no effect; nearly all actives have a fitted effect of over 35% in size
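ERSR induction read as luciferase luminescence (Bright-Glo, 10 min at room temperature) in stably transfected human U87-MG glioma cells exposed to compounds for 16 h, using GRP78 as sensor.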
D1 antagonist – antagonists of human D1 dopamine receptor. 360,000 tested, 3.2% active. activity change, negative = inhibition, % at 10 µM. HEK293 TREx D1 cells, calcium flux, dopamine EC80; stronger effect = lower value. P21728; in the data active = activity change below about -30%; also: % is scaled to controls: 0 for no effect and ±100 for the full control effect
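Antagonism measured as reduced calcium response to an EC80 dopamine addition following 180 s compound pre-read; cells were inducible HEK293 Trex D1 plated overnight at 30 C, read kinetically at 1 cycle/sec.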
Vif-A3F inh – Vif-A3F binding inhibition | HeLa A3F-eYFP + Vif (tagged APOBEC3F with the HIV-1 protein that degrades it), YFP fluorescence increase | Potency, µM (highest dose often 46.1 µM), inactives show at the highest dose activity, negative = active | AID 602313 | 390,000 tested, 0.2% active; also: potency is read from the fitted curve at half-maximal effect; % of control where 0% means no effect; nearly all actives have a fitted effect of over 65% in size
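HeLa cells stably expressing Vif plus C-terminally eYFP-tagged A3F were seeded, incubated overnight at 37 deg C, dosed with compound, incubated overnight again at 37 deg C. Yellow fluorescence (Ex 488/Em 500-530) reported blocked Vif-mediated A3F-eYFP degradation.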
D1 potentiator – potentiators of human D1 dopamine receptor | potentiation, % at 10 µM | HEK293 TREx D1 cells, calcium flux, dopamine EC20 potentiation | 360,000 tested, 0.036% active; in the data active = potentiation above about 30%; also: 0% is about no effect
D1 agonist – human D1 receptor agonism; HEK293 T-REx D1 cells, calcium flux, agonist mode; activation, % at 2 µM; 360,000 tested, 1% active; P21728; in the data active = activation above about 30%; also: 0% is about no effect
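Agonism was scored from calcium flux recorded over 180 s (1 read/s) after pintool compound addition, following a 10-cycle baseline. Cells were inducible force-coupled HEK293 TREx D1, plated overnight at 30 C and loaded with no-wash calcium dye.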
* marks the source's active call; other numbers are inactive results; ? = inconclusive; nt = not tested or not shown. Unless noted, calls follow the shape of the dose curve; as a rule, active = well fitted curve in the direction sought with a large enough effect; inconclusive = small, poorly fitted or top-dose-only effect, or another doubt; inactive = no such curve, though single readings can be large; an effect the other way counts as inactive or inconclusive.

1: COc1ccc(N(C(=O)c2snc(C(N)=O)c2N)C(C(=O)NCC2CCCO2)c2ccc(C)o2)cc1OC (centres undefined)
2: CCn1cc2nc(SCc3c(F)cccc3Cl)n(CCc3ccccc3)c(=O)c2n1
3: Oc1c(CN2CCOCC2)cc(-c2ccccc2)cc1CN1CCOCC1
4: CC1(C)CC(=O)c2cnc(NCC3CCCO3)nc2C1 (centres undefined)
5: C[C@H]1CN([C@@H](C)CO)C(=O)CCCn2cc(nn2)CO[C@@H]1CN(C)C(=O)Nc1ccc(N2CCCCC2)cc1
6: C=CCn1c(-c2cc(Cl)ccc2OC)n[nH]c1=S
7: Cc1oc(-c2ccc(C(=O)NCc3ccccc3)cc2)nc1CS(=O)(=O)c1ccccc1
8: COc1ccc(C(=O)c2sc(Nc3ccc(NC(C)=O)cc3)nc2C)cc1
compound no.	1	2	3	4	5	6	7	8
Vif-A3G inh	-2%	1%	-4%	-4%	-1%	-4%	-4%	-7%
D1 potentiator	-1	0	nt	3	nt	0	0	-1
Glioma ERSR ind	2%	-2%	-2%	5%	-6%	-1%	-1%	4%
D2 PAM	-9	-1	nt	nt	nt	7	0	-1
Vif-A3F inh	1%	6%	-6%	-1%	-3%	-13%	-3%	1%
D1 agonist	-2	9	nt	1	nt	3	-1	-1
RXFP1 ag	-1.8%	3.9%	2.1%	-0.8%	nt	9.9%	6.8%	1.5%
RXFP1 antagonist	-10	nt	-2	-3	-7	-12	-12	nt
D1 antagonist	2	37	nt	2	nt	-7	-5	-21

9: CCOc1ccc(S(=O)(=O)N2CCC(C(=O)N3CCOCC3)CC2)cc1C
10: O=C1SCCC1NS(=O)(=O)c1ccccc1[N+](=O)[O-] (centres undefined)
11: S=C(NCCCN1CCOCC1)N1CCN(c2cccc(Cl)c2)CC1
12: Clc1ccc(-c2nc(CSc3ccccn3)cs2)cc1
13: CC1CCc2sc(C(=O)OC(C)C(=O)Nc3ncc(Cl)cc3Cl)cc2C1 (centres undefined)
14: COCCNC(=O)c1ccc2c(c1)ncn2-c1ccc(C)c(Cl)c1
15: COc1ccccc1Nc1nc(N)nc(CN(C)C2CCCCC2)n1
16: Cc1nc2c(C(=O)NCCc3ccc(Cl)cc3)cnn2c(C)c1Cc1ccc(F)cc1
compound no.	9	10	11	12	13	14	15	16
Vif-A3G inh	5%	3%	2%	-3%	nt	?	1%	?
D1 potentiator	-8	1	-10	nt	4	-5	-5	2
Glioma ERSR ind	-2%	-1%	-2%	15%	nt	1%	-4%	-5%
D2 PAM	1	nt	-12	nt	13	-4	-11	-14
Vif-A3F inh	0%	-4%	-3%	-1%	nt	8%	0%	-23%
D1 agonist	2	0	18	nt	1	1	1	6
RXFP1 ag	0.6%	-2.0%	1.3%	nt	0.6%	0.0%	2.9%	-1.1%
RXFP1 antagonist	-2	-22	-19	-1	nt	7	-2	-61*
D1 antagonist	1	3	-14	nt	-3	-7	-14	22

17: CCN(CC)S(=O)(=O)c1nnc(NC(=O)c2ccc(C(C)C)cc2)s1
18: CCN(CC)S(=O)(=O)c1ccc(N2CCOCC2)c(NC(=O)C(C)Oc2ccc(F)cc2)c1 (centres undefined)
19: Cc1c(C(=O)O)sc(S(=O)(=O)N2CCN(C(=O)CCc3ccccc3)CC2)c1C(=O)O
20: COc1ccc2cc(C#N)c(N3CCN(Cc4nnnn4CCC(C)C)CC3)nc2c1
21: CC(O)CN(C)CC/C=C1/c2ccccc2CSc2ccccc21 (centres undefined)
22: CCOC(=O)NC(CC(=O)O)c1ccc(OCC)cc1 (centres undefined)
23: Cc1ccc(CN(Cc2ccco2)C(=O)c2oc3ccc(C)cc3c2C)cc1
24: CCCCCN(C(=O)CCC(=O)OCc1cccc(F)c1)c1c(N)n(CCCC)c(=O)[nH]c1=O
compound no.	17	18	19	20	21	22	23	24
Vif-A3G inh	3%	-1%	0%	3%	0%	1%	1%	-3%
D1 potentiator	-1	-9	6	-2	-11	-2	-2	2
Glioma ERSR ind	-1%	-5%	-4%	-3%	-2%	-1%	9%	1%
D2 PAM	9	-3	3	-4	-19	-1	6	3
Vif-A3F inh	7%	-6%	-22%	4%	4%	-6%	4%	-28%
D1 agonist	0	6	2	1	30*	3	37*	1
RXFP1 ag	-1.4%	5.4%	-1.3%	2.9%	-1.2%	0.7%	-0.6%	-1.3%
RXFP1 antagonist	-11	1	2	5	-1	-12	nt	2
D1 antagonist	1	14	11	2	-72*	-14	12	5

25: C/C(=N\NC(=O)c1cc(-c2ccncc2)nc2ccccc12)c1ccc(OC(F)F)cc1
26: COCCN(C(=O)CSc1nnc(-c2ccc(C)cc2)n1N)c1c(N)n(Cc2ccccc2)c(=O)[nH]c1=O
27: COc1ccc(-c2csc(NC(=O)c3ccccc3F)n2)cc1
28: COc1ccc(C(=O)O)cc1S(=O)(=O)NCCCN1CCCC1=O
29: CCCOC(=O)c1ccc(NC(=O)c2nc3nc(C)cc(C)n3n2)cc1
30: CC(=O)c1ccc(N2C(=NC(=O)CCC3CCCC3)SC3CS(=O)(=O)CC32)cc1 (centres undefined)
31: Cc1nnc(NC(=O)c2ccc3ccccc3c2)s1
32: O=C(/C=C/c1c(F)cccc1Cl)N1CCc2ccccc2C1
compound no.	25	26	27	28	29	30	31	32
Vif-A3G inh	-8%	-4%	0%	-5%	-1%	-1%	2%	-5%
D1 potentiator	-7	0	-7	-6	3	-2	-3	-4
Glioma ERSR ind	-2%	0%	3%	3%	0%	-1%	14%	4%
D2 PAM	-4	3	-5	-3	31*	-7	6	5
Vif-A3F inh	-1%	-3%	3%	3%	3%	9%	3%	-8%
D1 agonist	1	3	0	4	5	2	2	1
RXFP1 ag	3.0%	-1.1%	0.1%	0.3%	-0.8%	2.8%	13%	-1.4%
RXFP1 antagonist	-14	-1	-5	-10	11	-12	6	-22
D1 antagonist	-17	-5	-3	3	-8	8	2	-21

33: CCOP(=O)(OCC)C(NC(=O)C(F)(F)F)c1ccccc1 (centres undefined)
34: COc1ccc(-c2[nH]ncc2CN(C)Cc2nonc2C)c(OC)c1
35: Cc1ccc(C(C)C)c(OCCCn2ccnc2C)c1
36: CCC(=O)NC(=S)Nc1ccc(Cl)cn1
37: Cc1ccccc1C(=O)OC1OC(=O)C(Cl)=C1N1CCOCC1 (centres undefined)
38: NC(=O)C1CCN(CCC(=O)Nc2ccc(F)c(F)c2)CC1
39: COc1cc(NC(=O)C2CCN(S(=O)(=O)c3ccc4c(c3)oc(=O)n4C)CC2)cc(OC)c1
40: COc1ccc(Cl)cc1NC(=O)CSc1nnc(C)c(=O)n1N
compound no.	33	34	35	36	37	38	39	40
Vif-A3G inh	0%	1%	2%	0%	0%	-5%	0%	-1%
D1 potentiator	-8	1	-5	4	-6	1	-1	-5
Glioma ERSR ind	3%	-5%	-3%	0%	-4%	-8%	-2%	-6%
D2 PAM	5	-8	5	0	-2	13	-11	-1
Vif-A3F inh	0%	1%	-15%	-1%	3%	5%	0%	3%
D1 agonist	1	5	13	0	13	2	5	2
RXFP1 ag	7.4%	-0.9%	0.8%	0.6%	0.2%	0.0%	-3.2%	0.7%
RXFP1 antagonist	-1	12	-16	-3	0	-20	nt	-3
D1 antagonist	-10	-7	1	2	-20	1	-1	6

Some of these compounds in order of formula weight, rising.
36: CCC(=O)NC(=S)Nc1ccc(Cl)cn1
31: Cc1nnc(NC(=O)c2ccc3ccccc3c2)s1
35: Cc1ccc(C(C)C)c(OCCCn2ccnc2C)c1
38: NC(=O)C1CCN(CCC(=O)Nc2ccc(F)c(F)c2)CC1
32: O=C(/C=C/c1c(F)cccc1Cl)N1CCc2ccccc2C1
37: Cc1ccccc1C(=O)OC1OC(=O)C(Cl)=C1N1CCOCC1 (centres undefined)
34: COc1ccc(-c2[nH]ncc2CN(C)Cc2nonc2C)c(OC)c1
29: CCCOC(=O)c1ccc(NC(=O)c2nc3nc(C)cc(C)n3n2)cc1
40: COc1ccc(Cl)cc1NC(=O)CSc1nnc(C)c(=O)n1N
30: CC(=O)c1ccc(N2C(=NC(=O)CCC3CCCC3)SC3CS(=O)(=O)CC32)cc1 (centres undefined)
compound no.	36	31	35	38	32	37	34	29	40	30
Vif-A3G inh	0%	2%	2%	-5%	-5%	0%	1%	-1%	-1%	-1%
D1 potentiator	4	-3	-5	1	-4	-6	1	3	-5	-2
Glioma ERSR ind	0%	14%	-3%	-8%	4%	-4%	-5%	0%	-6%	-1%
D2 PAM	0	6	5	13	5	-2	-8	31*	-1	-7
Vif-A3F inh	-1%	3%	-15%	5%	-8%	3%	1%	3%	3%	9%
D1 agonist	0	2	13	2	1	13	5	5	2	2
RXFP1 ag	0.6%	13%	0.8%	0.0%	-1.4%	0.2%	-0.9%	-0.8%	0.7%	2.8%
RXFP1 antagonist	-3	6	-16	-20	-22	0	12	11	-3	-12
D1 antagonist	2	2	1	1	-21	-20	-7	-8	6	8

The list continues:
41: CCN(CC(=O)Nc1cc(Cl)ccc1C)C(=O)c1oc2ccc(OC)cc2c1C
42: Cc1ccc(S(=O)(=O)N2[C@@H](c3ccccc3F)C(C(=O)O)=CC[C@H]2c2ccc(C(C)C)cc2)cc1
43: CCOC(=O)c1c(NC(=O)COC(=O)Cn2cnc3c2c(=O)n(C)c(=O)n3C)sc(C)c1CC
44: CN(C)c1ccc(NC(=S)c2ccc3ccccc3n2)cc1
compound no.	41	42	43	44
Vif-A3G inh	-1%	-6%	2%	2%
D1 potentiator	-1	-6	-3	8
Glioma ERSR ind	7%	-4%	-1%	-9%
D2 PAM	18	0	2	2
Vif-A3F inh	3%	1%	4%	0%
D1 agonist	4	0	-1	2
RXFP1 ag	0.1%	0.2%	1.9%	0.0%
RXFP1 antagonist	-3	nt	-27	5
D1 antagonist	0	2	13	2

This is a subset, so the mix of outcomes need not match the whole.
